K1F lysis inhibition = inhibition of K1F phage lysis, E. coli UTI89, bacterial capsule biogenesis inhibitors, alamar blue (AID 488966). inhibition, % at 100 µM, or IC50 in µM where a hit was titrated. 0.02% of 340,000 active. E. coli UTI89 K1F phage lysis, alamar blue, 2 h; higher % means a stronger effect;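 active = phage lysis inhibition, versus mean bacterial control, above a set limit; inconclusive = no clear call, values can overlap the other calls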;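 also: capsule biogenesis inhibitors block K1F phage lysis so surviving cells raise fluorescence; higher fluorescence means more inhibition of phage lysis; actives were called in the ten point dose series up to 300 µM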
Rac1 GTP hydrolysis = MgcRacGAP GTPase-activating activity inhibitors, confirmation, biochemical, ADP Hunter fluorescence; MgcRacGAP-stimulated Rac1 GTP hydrolysis, ADP Hunter fluorescence; higher % means a stronger effect; GST-tagged Rac1 F28L mutant substrate; one-dose inhibition, % at 30 µM; IC50 in µM for titrated hits; 0.6% of 340,000 active;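 active = first-screen hits whose inhibition reached a set limit at any dose in the follow-up dose series; inconclusive = inhibition above the set first-screen limit but never retested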;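 also: fluorescence reports GDP produced by GAP-driven GTP hydrolysis; strong numbers were not always called active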
Large T inhibition = SV40 large T antigen inhibitors, biochemical (AID 1903); inhibition, % at 20 µM; hits with a dose series show IC50 in µM; SV40 large T antigen ATPase/helicase inhibition assay; higher % means a stronger effect; 0.39% of 310,000 active; in the data active = a potency from the dose series; inconclusive = inhibition mostly from about 32% at the one dose, without a potency; inactive = the rest, 99 in 100 with inhibition below about 32%; also: strong numbers were not always called active
GPR35 antagonists = GPR35 antagonists blocking zaprinast-driven arrestin recruitment, primary screen, imaging, U2OS, beta-arrestin-GFP, zaprinast agonist (AID 2058). inhibition, % at 10 µM; hits with a dose series show IC50 in µM. 0.052% of 290,000 active. U2OS GPR35 beta-arrestin-GFP translocation imaging, zaprinast antagonism; higher % means a stronger effect;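 active = inhibition of at least 50% with at least 30 cells and total cytoplasm GFP at most 10,000,000; inconclusive = under 30 cells or total GFP of 10,000,000 plus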
GPR55 antagonists = inhibition of LPI-stimulated GPR55 beta-arrestin translocation – imaging, U2OS, beta-arrestin-GFP, LPI agonist, primary screen (AID 2013) | inhibition, % at 10 µM; hits with a dose series show IC50 in µM | 0.13% of 290,000 active | U2OS GPR55 beta-arrestin-GFP translocation imaging, LPI antagonism; higher % means a stronger effect;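 active = spots per cell inhibited over 60%, with over 100 cells counted and total cytoplasm intensity under 500,000; inconclusive = wells with under 100 cells, flagged as likely toxic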;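 also: U2OS cells stably carrying GPR55 and arrestin-GFP stimulated by 5 µM LPI near EC80; imaged beta-arrestin-GFP aggregate spots per cell after agonist stimulation; plate controls were LPI-stimulated DMSO wells for no effect and DMSO wells without LPI for full effect; some results filed as inactive read as strong as hits; confirmed hits need IC50 under 10 µM and bright autofluorescent wells are also inconclusive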
HIV peptide binding = inhibitors of HIV fusion peptide binding, primary screen, biochemical, uHTS, fluorescence dequenching (AID 1986); inhibition, % at 20 µM, or IC50 in µM where a hit was titrated; cell-free peptide binding, fluorescence dequenching, 30 min; higher % means a stronger effect; 0.3% of 290,000 active; in the data active = inhibition mostly above about 52%, no sharp cut-off; inactive = mostly below about 76%; also: some results filed as inactive read as strong as hits
RSV CPE inhibition = inhibition of RSV-induced cytopathic effect – HEp-2 cells, primary 10 µM value included (AID 2391) | HEp-2 cells, RSV-induced CPE inhibition; higher % means a stronger effect | one-dose CPE inhibition, % at 10 µM; IC50 in µM for titrated hits | 0.13% of 310,000 active; in the data active = a potency from the dose series; inconclusive = CPE inhibition mostly from about 23% at the one dose, without a potency; inactive = the rest, 99 in 100 with CPE inhibition below about 21%; also: strong numbers were not always called active
PhoP inhibition = PhoP-dependent GFP reporter repression – Salmonella Typhimurium, primary screen (AID 1863). S. Typhimurium PhoP-regulated promoter GFP reporter, 4 h; higher % means a stronger effect. inhibition, % at 50 µM; hits with a dose series show IC50 in µM. 0.16% of 300,000 active;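 active = inhibition over 29.93%, a cutoff 3 SD above the screen mean, later confirmed by dose response; inconclusive = inhibition over 29.93% but no dose response follow-up; inactive = inhibition at most 29.93% or unconfirmed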;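 also: 0% = low Mg2+ inducing control and 100% = high Mg2+ repressing control; strong numbers were not always called active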
Dengue-2 NS5 capping = Dengue-2 NS5 methyltransferase inhibitors, primary screen, biochemical, confirmation dose response (AID 588689); Dengue-2 NS5 methyltransferase capping enzyme assay, biochemical; higher % means a stronger effect; 0.3% of 340,000 active; inhibition, % at 25 µM, or IC50 in µM where a hit was titrated; in the data active = a potency from the dose series; inconclusive = inhibition above about 29% without an active follow-up result
Numbers without * were called inactive; ? = inconclusive; . = no result given; [ ] = another dose, or the depositor's remark. An unsorted share of the library; 1.5% or so of the library scored in one or more.

SMILES | K1F lysis inhibition | Rac1 GTP hydrolysis | Large T inhibition | GPR35 antagonists | GPR55 antagonists | HIV peptide binding | RSV CPE inhibition | PhoP inhibition | Dengue-2 NS5 capping
COc1cc(C(=O)NNC(=O)C2CCCC2)cc(OC)c1OC | 0.2% | 9% | -1% | -6% | -10% | -0.7% | 0.4% | 1% | -5%
CC1CCN(S(=O)(=O)c2ccccc2)CC1 | 1.9% | 9% | 10% | -7% | 0% | -0.7% | 1.6% | -4% | .
C=C(C)C(=O)N1CC2(CC(c3cccc(NC(=O)CC(c4ccccc4)c4ccccc4)c3)=NO2)C[C@H]1C(N)=O (some centres not stated) | 0.2% | 6% | 12% | 13% | 5% | -0.9% | -1.6% | 7% | -10%
COc1ccc(-c2cc(C(F)(F)F)n3ncc(C(=O)O)c3n2)cc1OC | -0.6% | 8% | 8% | 12% | 6% | -2.6% | 3.3% | 28% | -3%
Cc1cc(C)nc(CCNC(=O)CC2C(=O)NCCN2Cc2ccccc2)n1 (configuration not stated) | -0.3% | -2% | 12% | 0% | -9% | 1.0% | 2.4% | 3% | -7%
Cc1ccc(CNC(=O)CSc2nnc3n2CCCCC3)cc1 | 0.6%[50 µM] | 5% | . | . | . | . | -0.6% | . | -13%
CCc1cc(C(=O)N2CCN(c3ncccn3)CC2)sc1C | 0.8%[50 µM] | -2% | 13% | . | . | . | 2.5% | -8% | -2%
COc1ccc(Cl)cc1NC(=O)CSc1nncn1-c1cccnc1 | -0.5% | 1% | 18% | 9% | -4% | 0.4% | 2.4% | -3% | 5%
Cc1sc(NC(=O)C2CCCCC2C(=O)O)c(C(N)=O)c1-c1ccc(C(C)(C)C)cc1 (configuration not stated) | -0.2% | 7% | 12% | 6% | -3% | 25% | 4.6% | 4% | 60µM*
Oc1ccc(C=Nc2cccc3ccccc23)c(O)c1 | -1.2% | 27% | 3% | -3% | -3% | 16% | 2.6% | 16% | 2%
O=C(O)c1ccc(OCC(O)Cn2cnc3ccccc32)cc1 (configuration not stated) | -0.8% | 3% | 2% | -7% | 9% | 3.6% | 1.7% | -4% | -8%
COc1ccc(C2CC(=O)Nc3sc(=N)c4c(N)c(C#N)c(N)nc4c32)cc1OC (configuration not stated) | 0.3% | 4% | 3% | 15% | 19% | -1.7% | 1.1% | -4% | 3%
CCC(C)[C@H](NC(=O)[C@H](Cc1ccccc1)n1c(=O)[nH]c2ccccc2c1=O)C(=O)N1CCC[C@@H]1C(=O)O (some centres not stated) | -0.7% | -10% | 3% | 4% | 4% | 2.2% | . | 14% | -5%
COC(=O)c1cccc(NC(=O)c2ccccc2)c1 | -0.6% | -3% | 6% | 0% | 6% | -0.6% | 1.0% | -8% | -2%
Cn1cccc1/C=N/N1CCN(Cc2cccc3ccccc23)CC1 | -0.8% | 25% | 21% | 19% | 5% | -4.0% | 3.4% | -6% | -7%
CCCCOC(=O)Cn1c(=O)n(CC(=O)OCCCC)c2cc(C)ccc21 | -0.5% | -4% | 7% | 6% | -7% | 4.1% | 2.5% | 6% | -4%
COCCN(CC(=O)Nc1cccc(C)c1C)C(=O)c1cc2c(s1)CCC2 | 0.2%[50 µM] | 5% | . | . | . | . | 2.0% | . | -7%
CCOc1ccc(OCC)c(NC(=O)C2CCN(S(=O)(=O)c3c(C)[nH]c(=O)[nH]c3=O)CC2)c1 | 1.8% | 1% | 15% | -6% | 6% | 2.2% | -0.4% | 3% | 1%
CCOCC(=O)Nc1ccccc1C(=O)OCC | 0.2% | 7% | -2% | -2% | -1% | 1.8% | 0.8% | -2% | -2%
CCCCc1ccc(-c2csc(/C(C#N)=C/c3ccc(C)o3)n2)cc1 | 0.1% | 3% | 4% | 3% | 29% | 0.2% | ? | -8% | -40%
COc1ccc(NC(=O)CN2C(=O)C(C)Oc3ccccc32)c(OC)c1 (configuration not stated) | 0.0% | 10% | 13% | 11% | 8% | 6.7% | -0.1% | -7% | -2%
CC(=O)Nc1ccc(NS(=O)(=O)c2cc(Cl)sc2Cl)cc1 | 0.2% | 7% | 6% | 0% | 10% | 0.0% | 1.3% | 11% | 5%
COc1ccc(F)cc1COc1nc(C)nc2ccccc12 | 0.7% | 3% | -5% | -2% | -6% | 0.8% | 2.7% | 4% | -5%
Cc1c(Nc2nc3ccccc3nc2NS(=O)(=O)c2cccc(Cl)c2)c(=O)n(-c2ccccc2)n1C | 0.3%[50 µM] | 6% | 9% | -10% | 5% | 9.5% | 3.9% | 2% | 7%
Nc1nc(NCC(=O)O)nc(NC2CCCCC2)c1[N+](=O)[O-] | 1.7%[50 µM] | 14% | 3% | -5% | 7% | 0.8% | 0.6% | 5% | -5%
CC1CCN(S(=O)(=O)c2ccc(N=NC3=C(O)CC(C)(C)CC3=O)cc2)CC1 | -5.0% | -11% | 7% | 9% | 6% | 0.0% | 0.6% | 2% | -1%
CC1=C(C(=O)OC(C)C)C(c2ccc(Br)s2)NC(=O)N1 (configuration not stated) | -0.5% | 1% | 12% | 2% | 0% | -0.8% | -0.2% | 5% | -1%
O=[N+]([O-])c1cccc(/C(=N/N=C/c2ccccc2Br)C23CN4CN(CN(C4)C2)C3)c1 | 4.1% | -2% | -6% | 0% | 19% | -2.1% | 0.9% | 26% | -12%
CC(=O)N(C(C)=O)c1c(N2CCCC2)c2ccccc2oc1=O | 0.5% | 3% | -30% | 21% | 8% | -1.8% | 0.6% | 5% | 0%
COc1cccc(OCC(=O)Nc2cc(Cl)ccc2Oc2ccccc2)c1 | 0.0% | 11% | 11% | -12% | 19% | -0.6% | 21% | -4% | -6%
CC(C)c1ccc(NC(=O)Cc2c(C(=O)O)n(C)c3ccccc23)cc1 | 0.1% | 6% | 7% | 2% | 0% | 19% | 2.5% | -3% | 5%
Cc1oc2cc3oc(=O)c(CCC(=O)NCCCn4ccnc4)c(C)c3cc2c1C | 4.5% | 12% | . | 15% | 2% | -1.4% | 4.1% | . | -4%
Cc1csc(NC(=O)c2cnccn2)n1 | 0.5% | 7% | -3% | -2% | -6% | -2.1% | 5.2% | 22% | -5%
CC(C)CSc1ncc(-c2cccc(C(F)(F)F)c2)cn1 | 0.0% | 4% | 6% | 12% | -1% | -0.1% | 2.5% | -6% | -7%
COCc1nc2oc3ccccc3c(=O)c2cc1C(=O)OC | 0.1% | . | 16% | -1% | 7% | -1.7% | -0.1% | -4% | -4%
COc1ccc(NS(=O)(=O)c2cc(NC(=O)[C@@H](NC(N)=O)C(C)C)ccc2C)cc1 | 0.3% | 7% | 1% | -3% | -10% | 0.2% | -2.0% | . | 4%
COc1ccc(CN2C(=O)c3ccccc3C(/C=N/OCc3ccc(Cl)cc3)C2=O)cc1 (configuration not stated) | 1.5% | 7% | 13% | 6% | -6% | 0.0% | 13% | -9% | -2%
CCOc1ccccc1NC(=O)CC1SC(=N)N(c2ccccc2)C1=O (configuration not stated) | . | . | 10% | 0% | -7% | 0.2% | -0.6% | 12% | .
N#CCC(=O)Nc1ccc(C(=O)NCCc2c[nH]c3ccccc23)cc1 | 0.1% | 10% | 8% | -9% | 10% | 7.4% | 0.9% | -1% | -4%
CC(=O)Nc1cccc(NC(=O)CS(=O)(=O)c2cn(CC(=O)N3CCCC3)c3ccccc23)c1 | 0.0% | 3% | 8% | -10% | 10% | -1.7% | 1.2% | -6% | -7%
CC1N/C(=C\C(=O)c2ccccc2)N(O)C1(C)C (configuration not stated) | 2.2% | 13% | 8% | 4% | -11% | 2.6% | 4.3% | 11% | 4%
Cn1c(=O)[nH]c2nc[nH]c2c1=O | -2.9% | 10% | 21% | . | . | . | 10% | 2% | -5%
CCOc1ccc(CNC(=O)C2CCN(S(=O)(=O)N3CCCC3)CC2)cc1OC | 2.1% | 2% | 5% | 2% | 15% | 0.1% | -1.0% | -2% | -3%
O=C(CCn1c(=O)c2sccc2n(Cc2cc(=O)n3ccccc3n2)c1=O)NCc1ccco1 | -0.1% | 8% | 12% | 5% | 24% | 1.4% | 24µM* | -2% | -2%
Fc1ccc(COc2ccc(Br)cc2CNCC2CCCO2)cc1 (configuration not stated) | 0.0% | 4% | 18% | 16% | -9% | -1.5% | -2.3% | 2% | -4%
COc1ccc(-c2nc(CS(=O)(=O)CC(=O)NCCCN3CCN(C)CC3)c(C)o2)cc1 | 0.2% | 11% | -1% | -4% | 9% | -1.4% | 1.7% | 5% | 0%
COc1ccccc1-c1cnn2c(NC3CCCC3)cc(C)nc12 | 0.1% | 5% | 3% | -3% | 15% | 0.2% | 56% | -2% | 3%
CCOc1cc(/C=C2/NC(=S)NC2=O)ccc1OCc1ccc([N+](=O)[O-])cc1 | -0.1% | 9% | 16% | -3% | -3% | -3.0% | 16% | 1% | 10%
COc1ccc(/C=N/NC(=O)c2[nH]ncc2Br)c(OC)c1 | 0.0% | 8% | 25% | -20% | 4% | -2.4% | -0.8% | -11% | -2%
COc1ccc(NC(=O)c2cc(Br)ccc2Cl)c(OC)c1 | 1.3%[50 µM] | 0% | 6% | 4% | 1% | -1.6% | 2.8% | -5% | -9%
CCCC(=O)Nc1cccc(NC(=O)c2ccc3c(c2)OCO3)c1 | -0.1% | 7% | 1% | 3% | 19% | 1.6% | 1.1% | 0% | -3%
Cc1ccc(S(=O)(=O)Nc2ccc(S(=O)(=O)Nc3nccs3)cc2)c([N+](=O)[O-])c1 | -0.8%[50 µM] | 6% | 8% | -17% | 10% | 1.9% | 1.1% | -3% | 2%
CCN(C(=O)c1ccco1)c1nnc(-c2cccnc2)s1 | 0.2% | 8% | 8% | 0% | -11% | 1.0% | 0.0% | 1% | -1%
CCN(Cc1ccccc1)C(=O)/C=C/c1ccccc1[N+](=O)[O-] | 0.5% | -3% | 6% | -18% | 8% | 0.4% | . | -2% | -6%
CC(=O)N(CCC(c1ccco1)C(C)C)Cc1ccc(OC(C)C)cc1 (configuration not stated) | ? | 10% | 11% | 6% | -3% | -1.3% | 8.1% | -6% | -11%

Printed as active in RSV CPE inhibition, of those listed so far:
Compound,Rac1 GTP hydrolysis,Large T inhibition,GPR35 antagonists,HIV peptide binding,RSV CPE inhibition,PhoP inhibition,Dengue-2 NS5 capping
O=C(CCn1c(=O)c2sccc2n(Cc2cc(=O)n3ccccc3n2)c1=O)NCc1ccco1,8%,12%,5%,1.4%,24µM*,-2%,-2%

Screening results: PubChem BioAssay, several laboratories
